From PubChem BioAssay
Tau fluor cs: counter-screen for tau fibril formation inhibitors. tau K18 P301L Alexa594 fluorescence, heparin fibrillization. Potency, µM (highest dose often 57.7 µM), inactives show top-dose activity change, negative = decrease. AID 1463. actives 0.93% (n = 280,000); also: % is scaled to controls: 0 for no effect and ±100 for the full control effect; nearly all actives have a fitted effect of over 55% in size
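Human tau K18 P301L (15 uM unlabeled, 0.24 uM Alexa 594-labeled) in 100 mM sodium acetate pH 7 with 20 uM heparin, 6 hr at 37 C. ThT 30 uM added, 1 hr ambient; Alexa 594 FP and total fluorescence read at 555/632 nm.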
GAA glycogen mod: inhibitors or activators of human alpha-glucosidase glycogen cleavage | P10253 | recombinant GAA, glycogen substrate, Amplex Red glucose oxidase fluorescence | Potency, µM (top dose mostly 76.4 µM), without a hit: at the highest dose activity change, negative = inhibition, actives largely listed as inhibitors | actives 0.38% (n = 300,000) | AID 2100;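 also: 0% = full enzyme reaction and -100% = no-enzyme basal signal; the screen sought inhibitors and activators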
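Recombinant human alpha-glucosidase (4 nM final) hydrolysed bovine liver glycogen (30 ug) for 40 min at 37 C in pH 5.0 citrate/phosphate with 0.01% Tween-20. Released glucose detected by glucose oxidase/Amplex Red, Ex 573/Em 610 nm. Compounds up to 77 uM; AC50 from Hill fits.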
Epigenetic reg: epigenetic control regulation, reporter derepression | murine LDR cells, GFP reporter derepression, 30 h | Potency, µM (highest dose often 53.9 µM), for the others: top-dose GFP activation, usual class: activators | actives 0.2% (n = 280,000); also: % of control where 0% means no effect; nearly all actives have a fitted effect of over 60% in size
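Murine LDR cells bearing a silenced CMV-driven GFP reporter were exposed to compound for 30 h at 37 C. After PBS washes, GFP-positive cells (20-120 um objects) counted by laser-scanning microplate cytometry.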
Active calls of the source: *; & = joins results of further samples; [ ] = dose if it differs, or a comment. Calls follow the shape of the dose curve; as a rule, active = well fitted curve in the direction sought with a large enough effect; inconclusive = small, poorly fitted or top-dose-only effect, or another doubt; inactive = no such curve, though single readings can be large; an effect the other way counts as inactive or inconclusive. Potency is read from the fitted curve at half-maximal effect.

For COc1cc2ccccc2cc1C(=O)Nc1cccc(-c2nc3cc(C)c(C)cc3o2)c1C the results were Tau fluor cs -9.4%, GAA glycogen mod -12.5%[76.3 µM] and Epigenetic reg 1.2%.
Cc1ccc(CCNC(=O)c2ccc3c(c2)N(Cc2ccc(F)cc2)CCS3)cc1 was read as Tau fluor cs inconclusive, GAA glycogen mod -11.5%[76.3 µM] and Epigenetic reg -2.9%.
For CN(C1CCCCC1)S(=O)(=O)c1ccc2c(c1)c(=O)c(C(=O)NCc1ccccc1Cl)cn2C the results were Tau fluor cs -29.3%, GAA glycogen mod -8.6%[76.3 µM] and Epigenetic reg 1.5%.
Screening O=c1[nH]c2ccc(NCc3ccc(-c4ccccc4F)o3)cc2[nH]1 returned Tau fluor cs inconclusive, GAA glycogen mod inconclusive and Epigenetic reg 1.6%.
CCOc1ccc(NS(=O)(=O)c2c(C)nc3sc(CC)nn3c2=O)cc1 was read as Tau fluor cs 1.4%, GAA glycogen mod -12.7%&9.8%[76.3 µM] and Epigenetic reg 1.7%.
Screening Cc1cc(C)c(NC(=O)c2oc3c(c2C)-c2[nH]ncc2CC3)c(C)c1 returned Tau fluor cs 3.9%, GAA glycogen mod inconclusive and Epigenetic reg -3.5%.
`COc1cc(OC)cc(-c2nc3nc(C)c(CCC(=O)NCCC(C)C)c(C)n3n2)c1` gave Tau fluor cs -3.9%, GAA glycogen mod -0.8%[76.3 µM] and Epigenetic reg 0.0%.
Cn1nc(C(=O)N2CCN(c3cccc(Cl)c3)CC2)c2c1-c1ccccc1S(=O)(=O)C2 was read as Tau fluor cs -2.4%, GAA glycogen mod -0.3%&17.2%[76.3 µM] and Epigenetic reg 0.0%.
COc1ccc(Br)cc1Cn1nnc(C(=O)Nc2ccc(C)cc2C)c1N was read as Tau fluor cs inconclusive, GAA glycogen mod -7.7%[76.3 µM] and Epigenetic reg 0.0%.
Screening CCc1ccc(Nc2sc(C(=O)c3ccc(F)cc3)c(N)c2S(=O)(=O)c2ccccc2)cc1 returned Tau fluor cs -19.2%, GAA glycogen mod -6.2%[76.3 µM] and Epigenetic reg -2.5%.
`NC1=NC(c2cc(F)cc(F)c2)n2c(nc3ccccc32)N1` (centres undefined) gave Tau fluor cs -12.5%, GAA glycogen mod 11.7%[76.3 µM] and Epigenetic reg -1.1%.
For CCOC(=O)c1ccccc1NC(=O)CCc1nc(-c2ccc(C)cc2)no1 the results were Tau fluor cs -25.2%, GAA glycogen mod -9.2%[76.3 µM] and Epigenetic reg 4.1%.

Three records drawn at random from the list so far:
CCOc1ccc(NS(=O)(=O)c2c(C)nc3sc(CC)nn3c2=O)cc1 was read as Tau fluor cs 1.4%, GAA glycogen mod -12.7%&9.8%[76.3 µM] and Epigenetic reg 1.7%.
Screening CCc1ccc(Nc2sc(C(=O)c3ccc(F)cc3)c(N)c2S(=O)(=O)c2ccccc2)cc1 returned Tau fluor cs -19.2%, GAA glycogen mod -6.2%[76.3 µM] and Epigenetic reg -2.5%.
Cn1nc(C(=O)N2CCN(c3cccc(Cl)c3)CC2)c2c1-c1ccccc1S(=O)(=O)C2 was read as Tau fluor cs -2.4%, GAA glycogen mod -0.3%&17.2%[76.3 µM] and Epigenetic reg 0.0%.

Later entries
`COc1cccc(C(=O)N2CCCCC2CCN2CCCCC2)c1` (centres undefined) gave Tau fluor cs 2.0%, GAA glycogen mod 0.0%[76.3 µM] and Epigenetic reg -3.4%.
Screening Cc1ccccc1OC(=O)c1snnc1C returned Tau fluor cs -4.4%, GAA glycogen mod 9.1%[76.3 µM] and Epigenetic reg -3.2%.
Screening CCc1ccccc1NC(=O)COCc1cc(-c2ccco2)on1 returned Tau fluor cs -3.2%, GAA glycogen mod 16.8%[76.3 µM] and Epigenetic reg 1.2%.
`Cc1c(Cl)cccc1Nc1sc(C(=O)c2ccccc2)c(N)c1S(=O)(=O)c1ccccc1` gave Tau fluor cs -17.1%, GAA glycogen mod 5.7%[76.3 µM] and Epigenetic reg 4.4%.
For COc1cc(NC(=O)c2ccc(C)c(Cl)c2)ccc1NC(=O)c1cc2ccccc2o1 the results were Tau fluor cs -14.9%, GAA glycogen mod 14.6%[76.3 µM] and Epigenetic reg 0.7%.
Screening CCN(C(=O)c1cc2c(=O)n3cccc(C)c3nc2s1)c1ccc(C)c(C)c1 returned Tau fluor cs -21.2%, GAA glycogen mod -3.8%[76.3 µM] and Epigenetic reg -0.7%.
For COc1cc2ccccc2cc1C(=O)Nc1cccc(-c2nc3cc(C)ccc3o2)c1C the results were Tau fluor cs 3.0%, GAA glycogen mod 6.1%[76.3 µM] and Epigenetic reg -0.8%.
Screening COc1ccc(CNC(=O)c2cc3c(=O)[nH]c4ccccc4c3n2C)c(OC)c1 returned Tau fluor cs -14.2%, GAA glycogen mod 7.8%[76.3 µM] and Epigenetic reg 11.4%.
Cc1ccc(C)n1-c1nnc(N2CCCC(C(=O)NCc3ccc(Cl)cc3)C2)s1 (centres undefined) was read as Tau fluor cs -10.3%, GAA glycogen mod -5.3%[76.3 µM] and Epigenetic reg -3.5%.
`O=C(c1ccc(CS(=O)c2ccccc2Cl)o1)N1CCN(c2ccccc2F)CC1` (centres undefined) gave Tau fluor cs -10.8%, GAA glycogen mod 11.8%[76.3 µM] and Epigenetic reg 13.0%.
Screening Cc1ccccc1NC(=O)C(Cc1ccccc1)N1Cc2ccccc2C1=O (centres undefined) returned Tau fluor cs -21.5%, GAA glycogen mod 8.6%[76.3 µM] and Epigenetic reg 3.7%.
Screening CCOc1ccc(CCNCc2c(C(=O)O)n(Cc3ccc(C)cc3)c3cc(OC)ccc23)cc1 returned Tau fluor cs -18.0%, GAA glycogen mod -9.9%[76.3 µM] and Epigenetic reg 9.8%.
Screening Cc1cc(C)c(NC(=O)CSc2cn(CC(=O)N3CCOCC3)c3ccccc23)c(C)c1 returned Tau fluor cs -4.5%, GAA glycogen mod -11.7%[76.3 µM] and Epigenetic reg 1.2%.
For O=C(NC1(C(F)(F)F)NC(=O)N(CCc2ccccc2)C1=O)c1ccccc1Cl (centres undefined) the results were Tau fluor cs -17.0%, GAA glycogen mod 11.3%[76.3 µM] and Epigenetic reg 1.0%.
CCN(CC)CCN(C(=O)c1ccco1)c1nc2ccc(Cl)cc2s1 was read as Tau fluor cs -13.1%, GAA glycogen mod 7.6%[76.3 µM] and Epigenetic reg -0.2%.
`COC(=O)c1ccccc1NC(=O)Cn1c(=O)n(Cc2ccc(C(=O)NCc3ccc4c(c3)OCO4)cc2)c(=O)c2ccccc21` gave Tau fluor cs -12.7%, GAA glycogen mod -2.1%[76.3 µM] and Epigenetic reg -2.6%.
`Cc1c2cnn(-c3ccccc3)c(=O)c2c(C)n1CCCC(=O)Nc1cccc(F)c1` gave Tau fluor cs -22.8%, GAA glycogen mod -8.9%[76.3 µM] and Epigenetic reg -3.7%.
`CCS(=O)(=O)c1ncc(Cl)c(C(=O)N2CCN(c3cccc(Cl)c3)CC2)n1` gave Tau fluor cs -2.6%, GAA glycogen mod -5.6%[76.3 µM] and Epigenetic reg -0.8%.
`COc1ccc(CNC(=O)c2cc3c(=O)n(C)c4ccccc4c3n2C)c(OC)c1` gave Tau fluor cs -5.5%, GAA glycogen mod 14.6%[76.3 µM] and Epigenetic reg 0.0%.
COc1cccc(-c2nc(SCC(=O)NC3CCCC3)c(-c3ccccc3)[nH]2)c1 was read as Tau fluor cs 25.1µM*[quencher], GAA glycogen mod -8.2%[76.3 µM] and Epigenetic reg -1.5%.
CCN(CCCNC(=O)c1cc(Nc2ccc(OC)cc2OC)nc2ccccc12)c1cccc(C)c1 was read as Tau fluor cs 7.08µM*[quencher], GAA glycogen mod -21.9%[76.3 µM] and Epigenetic reg -1.9%.
`Cc1cccc(OCC(=O)Nc2ccc(S(=O)(=O)Nc3onc(C)c3C)cc2)c1C` gave Tau fluor cs -12.2%, GAA glycogen mod 6.7% and Epigenetic reg -1.0%.
`CCCS(=O)(=O)N1CC(=O)N(c2ccccc2C)C(C)(C(=O)NC2CCCCC2)C1` (centres undefined) gave Tau fluor cs 10.1%, GAA glycogen mod -1.0%[76.3 µM] and Epigenetic reg -1.2%.
COc1ccc(NC(=O)c2oc3ccccc3c2NC(=O)c2cc(C)cc(C)c2)c(OC)c1 was read as Tau fluor cs inconclusive, GAA glycogen mod -3.4%[76.3 µM] and Epigenetic reg -3.8%.
Screening CC(C)c1ccc2oc(-c3cccc(NC(=O)c4ccc5c(c4)OCCO5)c3)nc2c1 returned Tau fluor cs inconclusive, GAA glycogen mod 4.3%[76.3 µM] and Epigenetic reg 0.6%.
Screening COc1ccc(-n2nc(C(=O)N3CCCCC3C)c3c4ccccc4n(C)c3c2=O)cc1Cl (centres undefined) returned Tau fluor cs -12.7%, GAA glycogen mod -6.6%[76.3 µM] and Epigenetic reg -0.9%.
`COc1ccc(C2C(C(=O)Nc3ccc(Cl)cc3)=C(C)Nc3nc(SCc4cccc(C)c4)nn32)cc1OC` (centres undefined) gave Tau fluor cs 6.1%, GAA glycogen mod -1.9%[76.3 µM] and Epigenetic reg 3.8%.
For FC(F)(F)c1cc(-c2ccccc2)nc2cc(-c3ccc(Br)cc3)nn12 the results were Tau fluor cs -22.9%, GAA glycogen mod -16.3%[76.3 µM] and Epigenetic reg -1.1%.
COc1ccc(-c2nc3scc(CCNC(=O)c4cccc(Br)c4)n3n2)cc1 was read as Tau fluor cs -28.2%, GAA glycogen mod -9.5%[76.3 µM] and Epigenetic reg -0.4%.
COc1ccc(-c2nc3ccccc3o2)cc1NC(=O)C(C)(C)Oc1ccc(Br)cc1 was read as Tau fluor cs inconclusive, GAA glycogen mod 14.7%[76.3 µM] and Epigenetic reg -1.1%.
For O=S(=O)(c1ccc(F)cc1)N1CCC(Oc2cccc(C(F)(F)F)c2)CC1 the results were Tau fluor cs -13.2%, GAA glycogen mod -12.6%[76.3 µM] and Epigenetic reg -0.9%.
Screening COc1ccc(-c2nc(Cn3c(SCc4cccc(C(F)(F)F)c4)nc4cccnc43)c(C)o2)cc1OC returned Tau fluor cs -18.6%, GAA glycogen mod -12.0%[76.3 µM] and Epigenetic reg -0.4%.
Screening COc1ccc(CNC(=O)Cn2nc(C)n3cccc3c2=O)cc1 returned Tau fluor cs -15.4%, GAA glycogen mod -4.4%&12.1%[76.3 µM] and Epigenetic reg -0.2%.
For Cc1c(NC(=O)Nc2ccc(F)c(Cl)c2)c(=O)n(-c2ccccc2)n1C the results were Tau fluor cs -2.3%, GAA glycogen mod 10.5%[76.3 µM] and Epigenetic reg -0.9%.
CCN(CC)CCCNC(=O)c1cn(C)c2ccc(S(=O)(=O)N(C)C3CCCCC3)cc2c1=O was read as Tau fluor cs -6.1%, GAA glycogen mod 6.9%&-2.3%[76.3 µM] and Epigenetic reg 2.3%.
Screening Cc1ccc(-c2nnc(Nc3ccc(Cl)cc3)c3ccccc23)cc1S(=O)(=O)N1CCOCC1 returned Tau fluor cs inconclusive, GAA glycogen mod -1.3%[76.3 µM] and Epigenetic reg -1.6%.
O=C(c1ccc2c(c1)CCN2S(=O)(=O)c1ccc(Cl)cc1)N1CCN(c2ccc(F)cc2)CC1 was read as Tau fluor cs -21.3%, GAA glycogen mod -4.6%[76.3 µM] and Epigenetic reg 3.1%.
Cc1ccc(OCCSc2nc3ccccc3n2CC(=O)N2CCOCC2)c(C)c1 was read as Tau fluor cs -8.1%, GAA glycogen mod inconclusive and Epigenetic reg -1.7%.
Screening COc1ccc(/C=C/C(=O)Nc2sc(C)c(C)c2C(=O)O)cc1 returned Tau fluor cs inconclusive, GAA glycogen mod 7.7%[76.3 µM] and Epigenetic reg 2.4%.
Screening Cc1cccc(C)c1NC(=O)c1cc2sccc2n1Cc1ccc(F)cc1 returned Tau fluor cs 5.4%, GAA glycogen mod -10.0%[76.3 µM] and Epigenetic reg 2.6%.
`CCC(=O)N1CCc2cc(S(=O)(=O)NC(CC(C)C)C(=O)NCCc3ccccc3)ccc21` (centres undefined) gave Tau fluor cs 0.4%, GAA glycogen mod -3.3%[76.3 µM] and Epigenetic reg 12.0%.
`Cc1ccc2onc(CNC(=O)N(C)Cc3ccccc3)c2c1` gave Tau fluor cs -10.3%, GAA glycogen mod -5.0%[76.3 µM] and Epigenetic reg 4.7%.
`COc1ccc(NC(=O)c2c(-c3ccccc3)c(-c3ccccc3)nn(C)c2=O)cc1OC` gave Tau fluor cs -12.1%, GAA glycogen mod 17.1%[76.3 µM] and Epigenetic reg -3.4%.
Screening Cc1ccc2nc(-c3ccccc3F)c(Nc3ccc(Cl)cc3)n2c1 returned Tau fluor cs inconclusive, GAA glycogen mod inconclusive and Epigenetic reg -0.7%.
O=C(Nc1nnc(S(=O)(=O)N2CCOCC2)s1)c1ccc(F)cc1 was read as Tau fluor cs -8.5%, GAA glycogen mod 17.6%&5.2%[76.3 µM] and Epigenetic reg 0.8%.

These rows are one share of the data; count on the stated rates, not on these rows.
